S100A4 inh HTS: blocks human S100A4 binding to myosin IIA peptide; P26447; S100A4/TAMRA-MyoIIA peptide fluorescence polarization; inhibition, % at 10.7 µM; 360,000 tested, 0.14% active; AID 652163;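 active means mean inhibition of at least 70% across replicates, with every replicate also reaching that level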
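Test system: S100A4 monomer protein. Medium: HEPES buffer with Ca2+, pH 7.2. Reagent: fluorescent myosin IIA peptide, 5 nM. Compound dosing: single-point compound testing. Timing: 5 min between mix addition and reading. Benchmarks: DMSO neutral and TFP positive wells.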
esBAF inh: SWI/SNF esBAF complex inhibition | 350,000 tested, 2% active | reporter increase, % at 12.5 µM | AID 602393 | mouse ES cells, Bmi1-luciferase knock-in reporter, 24 h; 100% = twice the neutral-well signal; in the data active means activation above about 40%;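 further: 0% = median of the plate's neutral control wells and 100% = double that signal; a rise in the Bmi1 reporter signal indicates esBAF inhibition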
RAD52 inh: RAD52 (human) annealing inhibition | recombinant RAD52 DNA annealing, FRET fluorescence | 360,000 tested, 0.46% active | AID 651710 | inhibition, % at 18.7 µM;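 active means every replicate showing at least 50% inhibition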
Target sequence (P43351 whole entry, looked up): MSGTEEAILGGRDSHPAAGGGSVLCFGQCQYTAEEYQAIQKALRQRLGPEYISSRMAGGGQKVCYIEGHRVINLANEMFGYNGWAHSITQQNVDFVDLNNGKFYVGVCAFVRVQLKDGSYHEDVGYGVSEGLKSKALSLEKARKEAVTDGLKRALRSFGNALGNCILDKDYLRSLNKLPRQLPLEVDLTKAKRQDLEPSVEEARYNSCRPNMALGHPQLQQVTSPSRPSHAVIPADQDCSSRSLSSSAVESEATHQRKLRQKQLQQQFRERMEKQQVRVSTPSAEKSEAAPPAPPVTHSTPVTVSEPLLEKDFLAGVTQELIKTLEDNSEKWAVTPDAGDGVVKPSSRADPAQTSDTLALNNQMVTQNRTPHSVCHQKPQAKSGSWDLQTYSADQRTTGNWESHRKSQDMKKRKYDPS
FN deposit inh: fibronectin deposition inhibition; inhibition, % at 12.6 µM; 350,000 tested, 0.086% active; AID 743247; AH1F fibroblasts, Alexa488-fibronectin deposition fluorescence, overnight;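 active means mean inhibition across replicates of 30% or more, regardless of how many single replicates reach that level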;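 further: positive control wells lacked labelled fibronectin entirely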
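Assay system: AH1F fibroblast monolayer, labelled fibronectin deposition. Amount: 10000 cells per well. Also added: labelled fibronectin 24 nM. Compound: single-point pinned compound. Incubation: cell attachment 1 h, compound and FN exposure overnight. Detection: fluorescence after three HBSS washes, excitation 485 nm, emission 525 nm. Read-out: inhibition of fibronectin deposition signal.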
Xi reactivation: X-chromosome reactivation activator | XiGFP mouse fibroblasts, % GFP-positive cells imaging, 3 d; cells co-treated with 5-aza-dC sensitizer; scaled so ellipticine positive control = 100% | activation, % at 7.58 µM | 360,000 tested, 0.055% active | AID 743238;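 active means mean normalized replicate activation at least 10% and every replicate at or above 10%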;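 further: 0% = median of on-plate neutral control wells and 100% = ellipticine 6 µM median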
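System: 68-5-11 XiGFP fibroblast line | Buffer or medium: DMEM containing 5-aza-dC | Compound: Single point | Times: Compounds 3 days, fix/stain 15 min at room temperature | Benchmarks: Positive control ellipticine, 6 µM final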
E-sel inducer: E-selectin induction on HUVECs. HUVEC E-selectin immunofluorescence imaging; normalized: neutral wells 0, TNF-alpha wells 100. AID 686992. P16581. 260,000 tested, 0.37% active. activation, % at 7.58 µM;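 active means mean E-selectin-positive cell signal at least 10% of the positive control, reached in at least 60% of replicates, without over 20% cell loss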;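 further: in these data hits start at about 27%; measured in HUVEC primary endothelial cells; signal is the percent of cells scored E-selectin positive by PE staining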
Target sequence (P16581 whole entry, looked up): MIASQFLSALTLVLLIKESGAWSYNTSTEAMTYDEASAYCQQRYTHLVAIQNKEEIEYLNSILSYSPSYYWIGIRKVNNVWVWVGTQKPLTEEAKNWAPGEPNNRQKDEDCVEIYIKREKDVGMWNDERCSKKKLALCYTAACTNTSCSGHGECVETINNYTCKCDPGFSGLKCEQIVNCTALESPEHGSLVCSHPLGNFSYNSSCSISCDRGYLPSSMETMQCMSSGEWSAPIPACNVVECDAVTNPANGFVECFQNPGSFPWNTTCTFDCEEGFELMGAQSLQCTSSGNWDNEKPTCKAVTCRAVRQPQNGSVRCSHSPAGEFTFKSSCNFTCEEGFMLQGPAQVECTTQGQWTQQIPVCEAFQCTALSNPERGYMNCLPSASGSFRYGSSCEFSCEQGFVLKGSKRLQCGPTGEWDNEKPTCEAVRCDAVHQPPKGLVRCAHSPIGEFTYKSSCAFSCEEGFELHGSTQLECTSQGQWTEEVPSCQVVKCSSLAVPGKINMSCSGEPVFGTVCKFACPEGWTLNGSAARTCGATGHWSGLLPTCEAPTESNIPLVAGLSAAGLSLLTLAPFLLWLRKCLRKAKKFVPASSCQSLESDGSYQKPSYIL
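Test system: HUVEC | Signal: Immunofluorescence imaging | Read-out: Percent E-selectin-positive cells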
RAD54 branch: RAD54 (human) branch migration inhibition; Q92698; RAD54 Holliday junction branch migration, FAM/BHQ fluorescence; inhibition, % at 10.4 µM; 360,000 tested, 0.14% active; AID 602329;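 active means mean normalized replicate activity at least 40 and at least half of replicates scoring 40 or more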;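 further: 0% = median of neutral control wells and 100% = median of positive control wells; inhibitors cause a drop in the FAM fluorescence signal; in these data hits start at about 50%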
EWS-Fli block: blocks EWS/Fli oncoprotein-driven transcription; AID 651661; A673 NR0B1-luciferase reporter, viability-normalised; inhibition, % at 12.6 µM; 350,000 tested, 0.67% active;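 active means mean inhibition of at least 50% after viability correction, with every replicate also passing that limit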;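 further: firefly luciferase signal divided by Alamar Blue viability fluorescence both relative to DMSO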
An asterisk follows results filed as active; i = inactive; . = no result given. Rows are unselected; any-hit rate near 3%.

SMILES	S100A4 inh HTS	esBAF inh	RAD52 inh	FN deposit inh	Xi reactivation	E-sel inducer	RAD54 branch	EWS-Fli block
COc1ccc(CN(C)C[C@@H]2OCCCC[C@@H](C)Oc3ccc(NC(=O)C4CCCCC4)cc3C(=O)N([C@H](C)CO)C[C@@H]2C)cc1	3.8	2.6	14.2	-11.8	0.1	-0.1	-2.2	.
COc1ccc(Oc2ccc(NC(=O)c3ccccc3C)cc2)cc1	-2.2	.	-9.6	7.5	0.1	7.6	.	7.9
COc1ccc(COc2cc(-c3cccc(OC)c3)nc3ccc(NC(=O)c4ccc(Cl)cc4)cc23)cc1	3.4	-1.5	-14.3	16.3	0.0	1.4	-6.4	56.9*
C[C@H](CO)N1C[C@H](C)[C@@H](CN(C)C(=O)Nc2ccc3c(c2)OCO3)Oc2ccc(NC(=O)Nc3ccc4c(c3)OCO4)cc2CC1=O	-3.1	.	4.0	.	0.2	-0.1	.	.
Cc1cccc(NC(=O)Cn2c(=O)n(CCc3c[nH]c4ccccc34)c(=O)c3cccnc32)c1	-27.0	.	-17.4	-4.8	0.0	1.9	.	-13.8
CC(NC(=S)NC1CCCCC1)C(c1cccs1)N1CCOCC1 (stereo not given)	-4.3	-10.9	1.3	-7.9	0.0	0.0	-6.8	1.6
O=C(CC(=O)Nc1ccc(Cl)cc1Cl)Nc1ccc(Cl)cc1Cl	-1.1	1.4	-7.2	4.4	0.1	0.1	-5.2	3.3
C/C(=C\c1ccccc1F)C1Nc2cccc3cccc(c23)N1	-0.6	-8.3	-10.2	-0.5	0.0	0.2	-2.5	-2.6
N#CCCN(Cc1cccnc1)C(=S)Nc1ccccc1Cl	-1.3	.	-27.9	-2.2	0.0	15.9	.	5.4
Cc1[nH]c2ccccc2c1C(=O)NS(=O)(=O)Nc1ccc(F)cc1	-2.5	.	-6.2	-3.4	0.0	.	.	0.9
C[C@H]1CN([C@@H](C)CO)S(=O)(=O)c2ccc(-c3ccccc3)cc2O[C@@H]1CN(C)Cc1ccncc1	7.0	-7.9	0.1	-11.5	0.1	-0.2	4.3	13.4
Cc1cccc(N(C(=O)CNC(=O)c2ccco2)C(C(=O)NC2CCCC2)c2cccnc2)c1C (stereo not given)	-6.2	-4.7	-18.0	-3.8	0.1	.	-2.3	-5.7
CN(C)S(=O)(=O)N1CCC(Oc2ccc(C(=O)N3C[C@@H]4CCC[C@H]3C4)cc2)CC1	17.4	8.1	-7.6	6.0	-0.2	-0.2	-2.8	4.7
Cc1noc(C)c1NC(=O)N(C)C[C@H]1Oc2c(NS(=O)(=O)c3ccc(Cl)cc3)cccc2C(=O)N([C@H](C)CO)C[C@H]1C	2.0	-3.8	-6.9	-10.0	-0.4	-0.2	4.2	-6.1
Cc1cc(C(=O)Nc2ccc3c(c2)C(=O)N(C)[C@H]2CC[C@@H](CC(=O)NCc4ccc(-c5ccccc5)cc4)O[C@H]2CO3)no1	-0.7	4.1	11.8	-16.0	0.0	0.4	-3.1	32.1
Cc1ccc(CN2CC(C(=O)NCCCn3nc(C)cc3C)CC2=O)cc1 (stereo not given)	10.2	-4.3	-5.4	1.2	0.1	-0.6	-18.4	-8.8
COc1cc(/C=N/N2CCCCC2)cc([N+](=O)[O-])c1O	-4.1	4.2	-4.7	-4.5	0.3	0.0	3.2	-3.9
O=C(COC(=O)c1cc(S(=O)(=O)N2CCCC2)ccc1O)Nc1ccc(F)cc1F	0.3	-3.6	-8.9	-17.6	0.0	.	-16.4	6.8
CN(C(=O)c1ccc(Br)o1)C1(C)CCS(=O)(=O)C1 (stereo not given)	-1.5	.	2.2	-2.0	0.0	-0.3	-14.5	0.1
O=C(CSc1nc2ccccc2c(=O)n1CC1CCCO1)Nc1ccccc1 (stereo not given)	-3.4	-2.9	-3.6	2.3	0.2	.	-4.4	-2.5
CCOC(=O)N1CCN(Cc2nc3cc(NC(=O)c4cccs4)ccc3n2CC)CC1	-7.7	7.0	-9.4	3.6	0.2	.	-0.7	.
COc1ccc(Br)c(C(=O)OCC(=O)NC2CC2)c1	-0.9	-4.0	-4.8	5.2	0.0	1.2	3.4	-8.1
CCCn1c(CN2CCN(c3cccc(Cl)c3)CC2)nc2c1c(=O)n(C)c(=O)n2C	-3.0	5.9	-3.2	-1.7	0.0	0.7	8.3	10.9
COC(=O)C(C)n1cnc2c(nnn2-c2ccc(C)cc2)c1=O (stereo not given)	-2.7	12.1	-9.9	9.4	0.0	.	8.0	-4.0
COc1ccccc1Nc1ccc(C(=O)NC2CCCCC2)cn1	-19.8	10.0	-7.5	.	.	.	3.9	-7.9

For reference, three of the compounds above.
SMILES	S100A4 inh HTS	esBAF inh	RAD52 inh	FN deposit inh	Xi reactivation	E-sel inducer	RAD54 branch	EWS-Fli block
COc1ccc(CN(C)C[C@@H]2OCCCC[C@@H](C)Oc3ccc(NC(=O)C4CCCCC4)cc3C(=O)N([C@H](C)CO)C[C@@H]2C)cc1	3.8	2.6	14.2	-11.8	0.1	-0.1	-2.2	.
COc1ccc(Oc2ccc(NC(=O)c3ccccc3C)cc2)cc1	-2.2	.	-9.6	7.5	0.1	7.6	.	7.9
COc1ccc(COc2cc(-c3cccc(OC)c3)nc3ccc(NC(=O)c4ccc(Cl)cc4)cc23)cc1	3.4	-1.5	-14.3	16.3	0.0	1.4	-6.4	56.9*

Compound profiles (already shown). Screens in order: S100A4 inh HTS	esBAF inh	RAD52 inh	FN deposit inh	Xi reactivation	E-sel inducer	RAD54 branch	EWS-Fli block
Profile of Cc1ccc(CN2CC(C(=O)NCCCn3nc(C)cc3C)CC2=O)cc1 (stereo not given) → 10.2	-4.3	-5.4	1.2	0.1	-0.6	-18.4	-8.8
Profile of O=C(COC(=O)c1cc(S(=O)(=O)N2CCCC2)ccc1O)Nc1ccc(F)cc1F → 0.3	-3.6	-8.9	-17.6	0.0	.	-16.4	6.8

Next results.
SMILES	S100A4 inh HTS	esBAF inh	RAD52 inh	FN deposit inh	Xi reactivation	E-sel inducer	RAD54 branch	EWS-Fli block
CC1(C)CC(=O)C(CC2=C(N)CC(C)(C)CC2=O)=C(N)C1	-13.0	5.4	-14.2	-1.7	0.0	-0.3	-6.6	2.0
Cc1noc(C)c1NC(=O)N(C)C[C@@H]1Oc2ccc(NS(=O)(=O)c3cn(C)cn3)cc2CC(=O)N([C@H](C)CO)C[C@H]1C	-6.1	-3.1	27.1	17.7	0.5	.	-2.1	9.6
COc1ccc(Nc2nc(N3CCOCC3)nc(N3CCOCC3)n2)cc1	-10.7	7.7	-8.4	-6.8	0.2	.	-6.5	-17.8
O=c1c2ccccc2nc(SCc2ccncc2)n1CC1CCCO1 (stereo not given)	-4.0	-5.6	-14.5	-2.7	0.0	-0.2	6.6	9.2
CC(C)(C)OC(=O)[C@H](Cc1ccccc1)NC(=O)c1nc[nH]c1C(=O)N[C@@H](Cc1ccccc1)C(=O)OC(C)(C)C	-2.4	16.8	-12.0	-7.7	0.0	0.1	2.9	16.9
O=C(NCCN1CCOCC1)C1CC(=O)N(c2cccc(C(F)(F)F)c2)C1 (stereo not given)	-1.2	-6.7	0.1	-9.0	0.1	.	-31.4	-2.7
C[C@@H]1CN([C@H](C)CO)C(=O)Cc2cc(N(C)C)ccc2O[C@H]1CN(C)Cc1ccc(C(=O)O)cc1	18.8	3.4	-11.8	-5.8	-0.7	0.0	2.0	-4.9
COc1cc(OC)cc(C(=O)N(CCCN2C(=O)c3cccc4cccc(c34)C2=O)c2cccc(OC)c2)c1	-6.8	.	1.5	3.6	0.0	1.8	.	-31.6
COc1cccc(NC(=O)N[C@@H]2C=C[C@H](CC(=O)N3CCCCC3)O[C@@H]2CO)c1	13.4	.	-2.4	.	0.0	-1.3	.	.
Cc1ccc(S(=O)(=O)Nc2ccc3c(c2)CC(=O)N([C@H](C)CO)C[C@H](C)[C@@H](CN(C)S(=O)(=O)c2ccc(F)cc2)O3)cc1	.	-0.8	.	.	-1.0	0.0	-1.2	1.9
O=C(Cn1nc(-c2ccccc2)oc1=O)OCC(=O)c1ccc(F)c(F)c1	0.0	3.0	-5.5	-1.2	0.1	.	-3.5	1.1
CCCOc1cccc(C(=O)N/N=C/c2ccoc2)c1	6.1	12.0	-19.7	.	0.1	0.7	0.4	.
N#C[C@H]1[C@H](c2ccc(C3=CCCC3)cc2)[C@H](CO)N1C(=O)C1CC1	4.7	1.2	-24.3	2.5	0.0	0.2	8.5	3.3
CS(=O)(=O)N1CCc2cc(C(=O)N3CCN(c4cccc(Cl)c4)CC3)ccc21	-1.7	-1.7	0.1	-7.7	0.0	.	3.4	0.8
CCN(CC)c1ccc2cc(-c3nc(-c4ccc(OC)cc4)cs3)c(=O)oc2c1	-10.5	.	-499.5	i	115.0*	0.7	.	.
O=C(c1[nH]c(C(F)(F)F)nc1-c1ccccc1)N1CCCCC1	6.4	1.9	-8.3	-1.6	0.0	-0.1	11.5	-4.4
COc1ccc(NS(=O)(=O)c2cc3c(cc2C)N(C)CCO3)cc1	2.3	2.5	-15.2	0.8	-0.1	.	-5.7	-8.1
O=C(COC(=O)CC1SC(N2CCCC2)=NC1=O)Nc1c(F)c(F)c(F)c(F)c1F (stereo not given)	-4.3	2.6	-15.3	.	0.0	0.0	1.4	-3.0
CCCCn1c(N)c(N(CCC(C)C)C(=O)c2sc3nc4n(c(=O)c3c2C)CCC4)c(=O)[nH]c1=O	1.7	0.2	-6.4	.	0.0	0.3	-10.9	8.3
CN1CC2CCCC3(C1)C(=O)NC1(CCCCC1)N=C23 (stereo not given)	-5.0	-0.8	.	-11.3	.	.	3.8	.
COc1ccc(NC(=O)C2CCCNC2)cc1OCC(C)C (stereo not given)	1.4	5.3	10.8	.	.	.	-1.1	.
COc1ccc2c3c(n(C)c2c1)[C@H](CO)N(Cc1ccccc1Cl)CC31CN(C(=O)CN(C)C)C1	3.2	.	11.6	-0.2	0.0	-0.1	.	6.0
COc1ccc(C(=O)Nc2nc3ccccc3s2)cc1	-5.1	-62.0	-4.7	-5.5	0.0	.	-0.2	61.1*

Reprinted at random: 3 compounds from above.
SMILES	S100A4 inh HTS	esBAF inh	RAD52 inh	FN deposit inh	Xi reactivation	E-sel inducer	RAD54 branch	EWS-Fli block
COc1ccc(Br)c(C(=O)OCC(=O)NC2CC2)c1	-0.9	-4.0	-4.8	5.2	0.0	1.2	3.4	-8.1
Cc1cccc(NC(=O)Cn2c(=O)n(CCc3c[nH]c4ccccc34)c(=O)c3cccnc32)c1	-27.0	.	-17.4	-4.8	0.0	1.9	.	-13.8
CN1CC2CCCC3(C1)C(=O)NC1(CCCCC1)N=C23 (stereo not given)	-5.0	-0.8	.	-11.3	.	.	3.8	.
